# EPAC2 antag = EPAC2 (human) antagonism | Q8WZA2 | EPAC2 GEF exchange of Rap1B-BODIPY-GDP, fluorescence | Potency, µM (series often up to 114 µM), for inactives: at the highest dose activity, negative = inhibition, actives largely listed as inhibitors | 360,000 compounds, 0.18% hits | AID 720708; further: potency means the concentration at half of the fitted maximal effect; on the % scale 0 is the no-effect control and ±100 the full control effect; nearly all actives have a fitted effect of over 45% in size; many of its hits are not listed in these tables
# FUS suppressor = suppressors of FUS proteinopathy in yeast. Potency, µM (titrated, usually from 76.6 µM), for the others: top-dose growth rescue (activation), usual class: activators. S. cerevisiae FUS-expressing, growth rescue, OD600, 24 h. AID 1347120. 390,000 compounds, 0.24% hits;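 further: potency means the concentration at half of the fitted maximal effect; plate controls were DMSO vehicle for no effect and reference control for full effect; nearly all actives have a fitted effect of over 55% in size; some results filed as inactive show a strong effect at the top dose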
#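 Galactose (2%) drives FUS expression in yeast precultured in raffinose; seeding density OD 0.005. Test compounds incubated 24hr at 30C and 99% humidity before absorbance at 600 nm was measured.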
# aSyn yeast inh = inhibitors of alpha-synuclein toxicity in yeast. Yeast expressing alpha-synuclein, growth rescue, BacTiter-Glo, 24 h. Potency, µM (titrated, usually from 46.1 µM), without a hit: at the highest dose growth rescue (activation), most hits filed as activators. 370,000 compounds, 0.14% hits. AID 652106; further: potency means the concentration at half of the fitted maximal effect; % of control where 0% means no effect; nearly all actives have a fitted effect of over 65% in size
#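 Galactose-induced alpha-syn yeast (OD600=0.02, raffinose-pregrown) + pinned cpd, 24 hr, 30 deg C; growth by BacTiter-Glo luminescence. Growth restoration scores as activation.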
# Abeta rescue = compounds reversing amyloid beta toxicity in yeast. Potency, µM (series often up to 46.1 µM), for inactives: top-dose growth rescue, actives largely listed as activators. yeast expressing A-beta42, growth rescue, OD600, 48 h; response scale: 0% DMSO, 100% iron-clioquinol control. 410,000 compounds, 0.063% hits; further: potency means the concentration at half of the fitted maximal effect; nearly all actives have a fitted effect of over 55% in size
#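 Yeast A-beta toxicity model in growth medium with pinned compounds, 48 h at 30 C; growth read as absorbance at 600 nm. Normalized to FeCl3/clioquinol equimolar mix (positive) and DMSO (negative).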
# DRD3 agonist = D3 dopamine receptor (human) agonism. D3R DiscoveRx beta-arrestin cells, luminescence, 90 min. AID 652048. 410,000 compounds, 0.58% hits. max activation, %; in the data active means max activation above about 30%; further: 0% is about no effect; mostly tested at two doses, the higher about 12 µM
# Target sequence (P35462 whole entry, looked up): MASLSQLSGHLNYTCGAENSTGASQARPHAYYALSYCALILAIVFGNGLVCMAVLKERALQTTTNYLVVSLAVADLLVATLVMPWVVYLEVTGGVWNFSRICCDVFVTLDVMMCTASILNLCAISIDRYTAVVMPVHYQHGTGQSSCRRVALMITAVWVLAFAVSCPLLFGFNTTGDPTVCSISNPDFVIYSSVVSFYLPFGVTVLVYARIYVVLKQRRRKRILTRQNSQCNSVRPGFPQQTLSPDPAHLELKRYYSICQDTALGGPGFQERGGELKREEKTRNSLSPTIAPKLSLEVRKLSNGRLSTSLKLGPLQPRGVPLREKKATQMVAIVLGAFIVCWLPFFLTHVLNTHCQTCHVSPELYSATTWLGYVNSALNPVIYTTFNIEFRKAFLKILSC
#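 Cells at 1500/well, incubated overnight, then treated with pinned compounds (dopamine as control) for 90 min at 37 degrees C. DiscoveRx reagent added for 30 - 60 minutes at room temperature; luminescence read.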
# TDP-43 yeast inh = rescues yeast growth from TDP-43 toxicity; TDP-43 expressing yeast growth rescue, BacTiter-Glo, 24 h; Potency, µM (top dose mostly 46.1 µM), for the others: top-dose growth rescue (activation), hits mostly activators; 410,000 compounds, 1.8% hits; further: potency means the concentration at half of the fitted maximal effect; % of control where 0% means no effect; nearly all actives have a fitted effect of over 50% in size
#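 Cell-based yeast growth screen: TDP-43 expression induced in galactose, inoculum OD600=0.02 after raffinose pregrowth to mid-log. Read-out BacTiter-Glo luminescence at 24 hr, 30 deg C; inhibition of toxicity seen as signal increase.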
# EPAC2 agonist = EPAC2 (human) agonism; Q8WZA2; EPAC2 activation, biochemical qHTS; response scale: 100% = 6.5 mM cAMP response; Potency, µM (highest dose often 154 µM), without a hit: at the top dose activation, usual class: activators; 360,000 compounds, 0.079% hits; AID 720711; further: potency means the concentration at half of the fitted maximal effect; nearly all actives have a fitted effect of over 50% in size
#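 Compounds were titrated in qHTS against a Rap1B-BODIPY-GDP (250 nM) complex with EPAC2 (100 nM) and GDP (50 uM). BODIPY-GDP release tracked at 480/540 nm over 30 min at room temperature, normalized to 6.5 mM cAMP.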
# D3 antag = D3 dopamine receptor (human) antagonism; 360,000 compounds, 2.5% hits; max response, negative = inhibition, %; P35462; D3R cells, DiscoveRx beta-arrestin luminescence, antagonist mode; hits give low values; in the data active means max response below about -50%; inconclusive means no clear call, values can overlap the other calls; further: on the % scale 0 is the no-effect control and ±100 the full control effect; mostly tested at two doses, the higher about 12 µM
#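 Cells expressing the human receptor were seeded at 1500 cells/well, incubated overnight at 37 degrees C in 5% CO2, then exposed to library compounds with dopamine controls for 90 minutes at 37 degrees C before luminescent detection.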
# * hit, by the source's call; ? = inconclusive; . = no result given; & = joins results of further samples; [ ] = dose if it differs, or a comment. Unless noted, the call rests on the fitted dose curve; in most records, active means well fitted curve in the direction sought with a large enough effect; inconclusive means small, poorly fitted or top-dose-only effect, or another doubt; inactive means no such curve, though single readings can be large; an effect the other way counts as inactive or inconclusive.
canonical_smiles | EPAC2 antag | FUS suppressor | aSyn yeast inh | Abeta rescue | DRD3 agonist | TDP-43 yeast inh | EPAC2 agonist | D3 antag
CCN1CCN(S(=O)(=O)c2cccc(S(=O)(=O)N3CCOCC3)c2)CC1 | -1% | 16% | -7% | -9% | -3 | -16% | 9% | -17
Cc1ccc(C)c(S(=O)(=O)N2CCN(C(=O)CCc3nc4ccccc4c(=O)[nH]3)CC2)c1 | 1% | 29% | -1% | 8% | -2 | -3% | 0% | -14
CCN=C1SC(C(N)=O)CC(=O)N1CC (stereo unspecified) | 6% | -15% | -8% | 0% | -1 | -5% | 3% | -11
COc1ccc(C(=O)NNC(=O)C2CCCO2)cc1 (stereo unspecified) | 6% | -16% | 14% | 3% | 0 | 0% | -3% | 7
O=C(/C=C/Sc1ncn[nH]1)c1ccc(Cl)cc1 | 6% | . | -69%[inhibitor] | -82%[inhibitor] | -7 | -88%[inhibitor] | -3% | -51*
CN(CC(=O)O)S(=O)(=O)c1ccc2c(c1)n(C)c(=O)c(=O)n2C | 10% | 19% | -11% | -7% | -4 | -14% | 8% | -27
COc1ccc(NC(=O)Cn2c(=O)cc(C)c3c(C)nn(-c4cccc(Cl)c4C)c32)cc1OC | . | -14% | . | 8% | -4 | 15% | . | .
O=C(CNS(=O)(=O)c1ccc(Br)s1)N1CCCC1 | -2% | -21% | -3% | -6% | 3 | 2% | -18% | 34
COc1ccccc1CNS(=O)(=O)CCNC1CC1 | 2% | -12% | -1% | 10% | 32* | 8% | 0% | -3
O=C(COC(=O)C(Cc1ccccc1)NC(=O)c1ccc(Cl)cc1)c1ccc(Cl)cc1 (stereo unspecified) | -8% | 9% | 6% | 15% | -6 | 28% | 18% | -9
COc1cc2cnc(-c3ccccc3)c(-c3ccc([N+](=O)[O-])cc3)c2cc1OC | -6% | -2% | 1% | -20% | -9 | -10% | 2% | -1
COC(=O)c1n[nH]nc1-c1ccccc1 | 19% | . | -8% | -4% | 0 | 29% | -1% | -3
CC(OC(=O)c1cccc(S(=O)(=O)N2CCCCC2)c1)C(=O)NC1CCCCC1C (stereo unspecified) | 3% | 21% | 0% | -5% | 0 | 19% | -5% | 8
Cc1ccc(N(C)C(=O)n2cnc3ccccc32)cc1 | -9% | 15% | 5% | 3% | 1 | 22% | 27% | 0
N/C(=N\OC(=O)c1ccc(Cl)cc1)c1ccc(Cl)cc1 | 13% | -25% | -23% | 4% | -5 | 7.9µM* | 14% | 28
COc1ccc(CN2CCN(Cc3ccccc3)C(CCO)C2)cc1OC (stereo unspecified) | 0% | . | -6% | 4% | -21 | 19% | -2% | -72*
CC(C)C[C@H](NC(=O)c1nc[nH]c1C(=O)NCC(=O)OC(C)(C)C)C(=O)OCc1ccccc1 | -20% | 43% | -6% | 4% | 12 | 14% | -5% | 33
CCSC1=N/C(=C/c2ccsc2)C(=O)N1c1ccccc1 | ? | -2% | 4% | -21% | 11 | -19% | 4% | 5
O=C(Nc1cccc(C(=O)N2CCOCC2)c1)c1ccc([N+](=O)[O-])cc1 | -11% | 5% | -13% | 4% | 0 | 9% | 14% | -21
Oc1cc(O)c2c(c1)O[C@H](c1ccc(O)c(O)c1)[C@H](O)C2 | 7% | -12% | 3% | -12% | 3&12 | -8% | 7% | ?
CCN1CCN(S(=O)(=O)c2ccc(OC)c3ccccc23)CC1 | -23% | 9% | 3% | 4% | -3 | . | 2% | 9
CC(=O)c1sc(N/N=C\c2ccc(C)cc2)nc1C | 4% | . | -14% | -11% | -5 | ? | -7% | 4
COC(=O)c1sccc1NC(=O)Nc1cccc(C(C)=O)c1 | 3% | -24% | -10% | 8% | 5 | ? | 11% | 5
COCCNC(=O)c1cccc(NC(=O)C2=C(C)OCCS2)c1 | 2% | 3% | 0% | -14% | 7 | -6% | 2% | 4
Nc1ccc2nc(SCC(=O)c3ccccc3)sc2c1 | 5% | 7% | -25% | 10% | -3 | ? | 13% | -3
CC(C)(C)NS(=O)(=O)c1ccc2nc(NC(=O)Cc3cccs3)sc2c1 | -11% | 30% | 5% | 17% | 7 | 12% | 24% | -11
CCOC(=O)c1ccc(NC(=O)COc2ccccc2CNC2CCCC2)cc1 | -7% | 16% | 0% | 8% | -20 | -23%[0.397 µM] | 2% | -7
COc1ccc(C)cc1NC(=O)C1CCN(S(=O)(=O)c2ccc3c(c2)NC(=O)CO3)CC1 | -17% | 15% | -3% | 2% | -6 | -6% | 10% | -19
O=C(CCN1C(=O)/C(=C/c2ccc3c(c2)OCO3)SC1=S)NNC(=O)c1cccnc1 | -6% | 0% | 4% | 1% | 3 | -2%[9.22 µM] | 11% | 1
O=C(CN1C(=O)S/C(=C\c2ccccc2F)C1=O)NC1C=CS(=O)(=O)C1 (stereo unspecified) | -5% | 21% | -6% | -29% | 1 | 1% | -3% | 2
O=C(CN1C(=O)CCSc2ccc(S(=O)(=O)N3CCCC3)cc21)NCc1ccccc1Cl | 2% | 0% | 2% | 8% | 1 | 14% | -7% | -13
O=C(COc1ccc(Cl)cc1)NCCCNC(=O)c1cccnc1 | 0% | -7% | 0% | -11% | 10 | -4% | 6% | 7
Cn1c2ccccc2c(=O)c2cc(C#CC3=CCCCC3)ccc21 | 28% | ? | 15% | -11% | -6 | 9% | -2% | -10
Nc1ccc(N=Nc2ccccc2Cl)c(N)n1 | ? | 5% | 0% | -8% | -5 | -6% | 15% | -28
COc1ccc(C(=O)Nc2ccc(Cl)c(S(=O)(=O)Nc3ccccc3OC)c2)cc1 | 6% | . | 9% | 10% | 24 | ? | 8% | 10
Cc1ccc(C2CC2c2n[nH]c(=S)n2-c2ccc(Cl)cc2)cc1 (stereo unspecified) | -2% | 16% | 9% | 9% | -11 | 1% | -3% | -13
COc1ccc(CCNC(=O)c2cc(-c3ccc(C)cc3)nc3n[nH]c(-c4ccc(F)cc4)c23)cc1OC | . | -13% | . | -16% | -12 | -20% | . | .
CC(=C1C(=O)c2ccccc2C1=O)N1CCN(C/C=C/c2ccccc2)CC1 | -2% | 45% | 0% | 13% | 4 | -12% | 13% | -23
O=S(NCc1ccco1)C12CC3CC(CC(C3)C1)C2 (stereo unspecified) | -2% | 12% | -12% | ? | 6 | 4% | 1% | 32
Cc1cc(C)c(NC(=O)CSc2nc3ccc(NC(=O)CSc4nnnn4-c4ccccc4)cc3s2)c(C)c1 | -2% | . | 10% | -11% | -7 | -1% | -13% | 0
Cc1ccc(NC(=O)C(=O)NCCc2sc(-c3ccc(Cl)cc3)nc2C)cc1C | . | -25% | . | -15% | 2 | 9% | . | .
CCN(C(=O)COC(=O)c1c(C)c(-c2ccccc2)nc2ccccc12)C1CCS(=O)(=O)C1 (stereo unspecified) | -7% | 17% | 8% | 6% | 0 | 3% | 6% | 26
O=C(COc1ccccc1-c1ccccc1)N/N=C/c1ccncc1 | -30% | 24% | -6% | -32% | 4 | ? | 14% | 5
CC1(C(=O)NS(=O)(=O)c2ccccc2Cl)CCN1C(=O)CCc1ccc(Cl)cc1Cl (stereo unspecified) | -21% | 18% | 1% | -3% | 6 | 11% | -1% | 9
CC1CCN(C(=O)CNC(=O)CNC(=O)Cc2ccccc2)CC1 | 9% | . | -3% | -5% | 6 | 15% | 4% | 7
CC(C)/C(C=O)=C(/NC1CCCCC1)c1ccccc1 | -1% | -2% | 3% | -2% | 18 | 9% | 6% | -1
Cc1ccc(C)c(Cn2nnc3c(=O)[nH]c(C4CCN(S(=O)(=O)c5ccc(S(=O)(=O)N(C)C)cc5)CC4)nc32)c1 | 1% | 14% | -8% | -11% | 2 | -22% | 10% | -15
Cc1sc(N)c(C#N)c1C | 0% | . | -2% | 17% | 8 | -17% | -7% | 0
COc1ccc(/C=C/C(=O)Nc2ccccc2C)cc1S(=O)(=O)N1CCOCC1 | -16% | 3% | 1% | 15% | 3 | 12% | 9% | 0
CC1CCCCN1S(=O)(=O)c1ccc(S(=O)(=O)N2CCCC2)cc1 (stereo unspecified) | -3% | -8% | -2% | 7% | 3 | -16% | 1% | -3
COc1ccc(-c2nnc(SC(=O)N3c4ccccc4Sc4ccccc43)o2)cc1 | -2% | 2% | -4% | 1% | -10 | ? | 13% | -21
CCOC(=O)c1c(NC(=O)CN2CCN(C(=O)C3CCCO3)CC2)sc(C)c1C (stereo unspecified) | 12% | . | -1% | 6% | 2 | -22% | 11% | 1
CCOc1ccccc1N(C)C(=O)c1sc2ncn(CC(=O)N3CCCCC3C)c(=O)c2c1C (stereo unspecified) | 1% | 17% | 10% | 1% | 2 | -15% | 0% | 0
CC(=O)Nc1ccc(-c2csc(Nc3ccc(Cl)cn3)n2)cc1 | -3% | 28% | -17% | -18% | -4 | 9% | 4% | -2
COc1ccc(C(CNC(=O)c2oc3cc(C)c(C)cc3c2C)N2CCCCC2)cc1 (stereo unspecified) | -6% | -11%&-3% | 0% | 6%&-33% | -17&-21 | -8%&2% | 3% | ?
O=C(O)C1=C[C@@H](c2ccccc2)C[C@@H](OCc2ccc(CO)cc2)O1 | 6% | -4% | 0% | 0% | 22 | 4% | 2% | 10
O=C(CSc1nnc(-c2ccc(C(F)(F)F)cn2)s1)c1ccccc1 | 3% | -1% | 12% | 4% | 3 | -8% | 13% | 6
Oc1ccc(N=Nc2c(O)ccc3ccccc23)cc1 | -5% | 13% | -33%[inhibitor] | -89%[inhibitor] | -24 | ? | 11% | ?
Cc1ccc(NC(=O)COC(=O)/C=C/c2cccs2)cc1 | -2% | . | -7% | 5% | 0 | 13% | -4% | -6
Cc1ccc(Sc2ccc(N3CCCC(C(=O)Nc4ccc(Br)cc4)C3)nn2)cc1 (stereo unspecified) | . | -16% | . | 13% | 6 | 22% | . | .

# Next section.
canonical_smiles | EPAC2 antag | FUS suppressor | aSyn yeast inh | Abeta rescue | DRD3 agonist | TDP-43 yeast inh | EPAC2 agonist | D3 antag
CCOC1=C2CN(S(=O)(=O)c3ccc(C)cc3)C(c3ccc(C)cc3)CC2N(S(=O)(=O)c2ccc(C)cc2)C(c2ccccc2)C1 (stereo unspecified) | -3% | -5% | -6% | -6% | 0 | 0% | 8% | -22
Cc1ccc(-c2cc(C(=O)Nc3nccs3)c3ccccc3n2)c(C)c1 | -5% | -1% | -22% | -6% | 5 | 5% | 9% | 57
NS(=O)(=O)c1ccc(NC(=O)/C=C/c2ccccc2Cl)cc1 | -5% | 1% | -7% | -3% | 3 | -7% | 4% | -10
Cc1ccc(N2C(=O)CSC23C(=O)N(CC(=O)NCc2ccccc2)c2ccccc23)cc1C (stereo unspecified) | . | 5% | 2% | 3% | -6 | 24% | . | .

# Bioassay records (PubChem BioAssay)

# Only part of the results is shown; count on the stated rates, not on these rows.
